PfHsp90 yeast 2 – growth inhibition of PfHsp90-expressing yeast, primary screen, antimalarial PfHsp90 inhibitor project, S. cerevisiae, BacTiter-Glo luminescence, single point, set 2; 310,000 compounds, 0.32% hits; inhibition, % at 9.4 µM; BacTiter-Glo ATP, 48 h; yeast lacking PDR1 and PDR3 efflux regulators; AID 504621, 2011;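 active = every replicate shows inhibition above about 80%, whatever the replicate mean, limit read from the data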;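 also: 0% = DMSO neutral controls and 100% = 20 µM radicicol positive controls; yeast relying on Plasmodium falciparum Hsp90 in place of its own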
SR-BI DiI inh – inhibitors of SR-BI mediated HDL lipid uptake, primary screen, ldlA[mSR-BI] cells, fluorescence, single point; ldlA[mSR-BI] CHO cells, DiI-HDL uptake fluorescence, 3 h; 320,000 compounds, 0.96% hits; inhibition, % at 12.5 µM; Scavenger receptor class B member 1 (Mus musculus), Q61009;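 active = mean replicate inhibition of at least 70% and a set share of replicates each scoring 70 or more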;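 also: 0% = median of neutral control wells and 100% = median of positive control wells; values of inactives mirror those of a sister screen read the other way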
PvdQ acylase – P. aeruginosa PvdQ acylase inhibitors, primary screen, biochemical, fluorescence, plate reader and imaging, single point; purified PvdQ acylase; inhibition, % at 10 µM; 340,000 compounds, 0.063% hits; PvdQ acylase [Pseudomonas aeruginosa LESB58]; in the data active = inhibition above about 30%, passing the limit was not always enough;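 also: 0% = vehicle neutral wells and 100% = reference inhibitor wells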
SR-BI DiI-HDL act – activators of SR-BI mediated DiI-HDL uptake, primary screen, ldlA[mSR-BI] CHO cells, DiI fluorescence | 3 h; 100 = double the neutral-control signal | activation, % at 12.5 µM | 320,000 compounds, 0.096% hits | AID 504775, 2011;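 active = mean replicate activation of at least 60% and every replicate at or above 60%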;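 also: 0% = median plate neutral-control signal and 100% = twice that signal; values of inactives mirror those of a sister screen read the other way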
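System: CHO ldlA[mSR-BI] cells / Medium: HEPES-buffered (25 mM, pH 7.4) F12 plus 0.5% BSA / Probe or stimulus: labelled HDL, 10 µg/mL / Doses: single compound concentration, delivered by pin transfer / Schedule: 3 h, 37 °C / Measured by: DiI fluorescence, bottom read / Measure: cell-associated DiI fluorescence as measure of HDL uptake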
dFosB act – activators of delta FosB homodimer, primary screen, biochemical, fluorescence polarization, TAMRA-CDK5 oligo, single point. Protein FosB (Mus musculus), P13346. AID 493131, 2011. purified delta FosB; percent of positive-control signal above neutral wells. 340,000 compounds, 0.99% hits. activation, % at 25 µM;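 active = mean activation above about 17%, with every replicate also reaching it, limit read from the data, passing the limit was not always enough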;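 also: fluorescence polarization rise as delta FosB binds a TAMRA Cdk5 AP-1 oligo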
Target sequence (P13346 whole entry, looked up): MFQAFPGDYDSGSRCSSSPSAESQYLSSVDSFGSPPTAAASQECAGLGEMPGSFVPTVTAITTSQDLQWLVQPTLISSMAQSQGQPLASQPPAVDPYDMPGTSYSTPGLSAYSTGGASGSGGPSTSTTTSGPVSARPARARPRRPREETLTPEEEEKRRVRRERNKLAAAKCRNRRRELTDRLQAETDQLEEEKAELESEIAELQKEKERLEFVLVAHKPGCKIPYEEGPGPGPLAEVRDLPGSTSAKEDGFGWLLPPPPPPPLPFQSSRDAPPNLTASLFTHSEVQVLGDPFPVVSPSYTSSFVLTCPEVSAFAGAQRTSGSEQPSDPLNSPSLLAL
CAL PDZ FP-1 – CAL PDZ peptide-binding inhibitors, primary screen, biochemical, fluorescence polarization, Cer-tagged CAL PDZ, HTS. 330,000 compounds, 0.02% hits. inhibition, % at 20 µM. AID 504414, 2011. Golgi-associated PDZ and coiled-coil motif-containing protein (Homo sapiens), Q9HD26. purified CAL PDZ, TMR-peptide fluorescence polarization, 1 h;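 active = highest replicate inhibition of at least 40%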;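 also: plate controls were DMSO neutral control wells for no effect and unlabeled competitor peptide control wells for full effect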
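Material – purified CerCALP PDZ construct · Detection – FP readout, S and P plane fluorescence · Measure – percent inhibition from loss of millipolarization · Controls – unlabelled peptide for full inhibition, DMSO wells as neutral · Probe or stimulus – TMR-labelled reporter peptide T*-PRC34 bound in PDZ groove · Times – 1 h at RT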
MITF act – activators of MITF-driven TRPM1 promoter reporter, primary screen, cell-based, SK-MEL-5, luciferase, single point; SK-MEL-5 TRPM1-promoter luciferase, 24 h; % of positive control, neutral wells = 0; activation, % at 12.5 µM; 300,000 compounds, 0.75% hits;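 active = mean activation of at least 80% with every replicate also reaching 80%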;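 also: 0% = neutral control wells and 100% = parthenolide positive control wells; values of inactives mirror those of a sister screen read the other way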
Rtt109 HAT inh – inhibitors of C. albicans Rtt109/Vps75 HAT, primary screen, biochemical, ThioGlo CoA-SH fluorescence, plate reader; purified Rtt109/Vps75, 4 h; inhibition, % at 34.9 µM; Histone acetyltransferase RTT109 (Candida albicans (strain SC5314 / ATCC MYA-2876)), …; 330,000 compounds, 0.16% hits;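 active = inhibition of at least 50% in every replicate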
Target sequence (Q5AAJ8 whole entry, looked up): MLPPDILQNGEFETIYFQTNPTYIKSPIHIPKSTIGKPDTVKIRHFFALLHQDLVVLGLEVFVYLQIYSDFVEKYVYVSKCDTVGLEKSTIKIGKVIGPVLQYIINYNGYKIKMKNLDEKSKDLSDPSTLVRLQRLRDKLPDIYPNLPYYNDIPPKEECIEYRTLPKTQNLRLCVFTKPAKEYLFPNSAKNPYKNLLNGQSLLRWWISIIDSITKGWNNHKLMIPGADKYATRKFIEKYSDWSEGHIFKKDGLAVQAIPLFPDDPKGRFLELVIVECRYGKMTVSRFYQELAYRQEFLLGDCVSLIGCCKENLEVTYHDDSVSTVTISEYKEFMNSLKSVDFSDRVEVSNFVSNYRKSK
CAL PDZ FP-2 – untagged CAL PDZ binding inhibitors, primary screen, biochemical, fluorescence polarization, HTS. purified CAL PDZ, TMR-peptide fluorescence polarization, 1 h. AID 602252, 2012. inhibition, % at 24.9 µM. 300,000 compounds, 0.92% hits. Golgi-associated PDZ and coiled-coil motif-containing protein (Homo sapiens), Q9HD26;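 active = mean inhibition of at least 30% with at least half of replicates also reaching 30%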;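 also: 0% = DMSO neutral control and 100% = excess unlabeled competitor peptide PRC23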
NSD2 inh – NSD2 histone methyltransferase inhibitors, primary screen, biochemical, AlphaScreen, single concentration, set 2; 310,000 compounds, 0.54% hits; NSD2 peptide methylation, 120 min; AID 743445, 2014; inhibition, % at 12.5 µM; Histone-lysine N-methyltransferase NSD2 (Homo sapiens), O96028; in the data active = inhibition above about 50%
* = called active by the depositor; nt = no result given.

no.	SMILES	PfHsp90 yeast 2	SR-BI DiI inh	SR-BI DiI-HDL act	CAL PDZ FP-1	NSD2 inh	Rtt109 HAT inh	MITF act	CAL PDZ FP-2	dFosB act	PvdQ acylase
1	COc1ccccc1Nc1cc(C)nc(Nc2ccccc2OC)n1	-17	20	-20	0.3	2	-4	-3	-1	-4	-9
2	CC(=O)c1ccc(NC(=O)CSc2nnc(NC(=O)c3ccco3)s2)cc1	2	-17	17	13	0	-5	32	-1	28*	-15
3	CCN1CCN(C(=O)CCN2C(=O)c3ccccc3S2(=O)=O)CC1	2	-11	11	0.7	4	-2	3	-4	3	6
4	CCOC(=O)c1sc(NC(=O)CSc2nnnn2-c2ccccc2)c(C(=O)OCC)c1C	-2	-6	6	-0.6	-2	-2	21	-2	0	18
5	COc1cc(C(C)=O)ccc1COc1ccc(C(=O)OCC(N)=O)cc1OC	11	31	-31	-1.5	0	-2	1	-5	-9	1
6	COc1ccc(-c2nc(C)sc2C)cc1	-3	-2	2	-3.1	-25	nt	31	0	0	-2
7	Cc1ccc(C(=O)CCNc2ccc(Cl)cc2)o1	0	nt	nt	-0.8	6	-24	18	-1	-2	-6
8	CCC(C(=O)NCC1CCCO1)N(C(=O)c1snc(C(N)=O)c1N)c1ccc(Cl)cc1 (stereo unspecified)	-18	15	-15	0.5	-1	2	-19	2	0	-11
9	O=C1N(c2ccccc2C(F)(F)F)O[C@]1(c1ccccc1)C1CCCC1	-47	3	-3	-0.3	nt	-1	-16	0	-3	-7
10	COc1ccc(NC(=O)Cn2c(=O)c(C)nc3ccccc32)cc1Cl	2	nt	nt	-1.2	-3	-2	15	-5	14	-19
11	O=C1COc2ccccc2N1Cc1ccccc1Cl	nt	24	-24	-0.4	-1	-2	nt	-1	-8	-12
12	Cn1cc[n+](C)c1COc1ccc(C=O)cc1	-58	-4	4	-0.7	1	2	-11	1	0	-7
13	CCOc1ccc(N(CC(=O)NCc2ccc(OC)cc2)S(=O)(=O)c2c(C)[nH]c(=O)[nH]c2=O)cc1	10	-21	21	-2.1	0	-5	4	-3	-4	-2
14	CCOC(=O)Nc1ccc(S(=O)(=O)NCCCN2CCOCC2)cc1	3	-11	11	-0.4	0	0	-4	-3	-4	3
15	O=S(=O)(c1cc(Cl)ccc1Cl)N1CCCCC1	nt	-4	4	-1.5	3	-7	nt	1	3	2
16	O=C(CSc1nnc(-c2ccncc2)n1-c1ccccc1Cl)Nc1ccc(C(=O)O)cc1	-6	-3	3	0.3	-3	5	-3	-8	-6	7
17	O=C(NCCCN1CCN(c2cccc(Cl)c2)CC1)c1cccc(N2CCCC2=O)c1	-32	nt	nt	-1.5	9	10	-1	-2	-6	-13
18	Cc1ccc(NC(=O)c2ccc(C(=O)c3ccccc3)cc2)nc1	-29	4	-4	-0.5	-1	-5	54	5	-7	-4
19	CC1CCCC(C)N1CCCNC(=O)CN1C(=O)COc2ccc(S(=O)(=O)N3CCOCC3)cc21 (stereo unspecified)	-26	-6	6	-0.5	-3	0	-1	-2	0	-3
20	COc1ccc(C(=O)NCCCN2CCOCC2)cc1OC	-12	-10	10	-0.4	-3	-20	0	-9	4	-7

Profiles, looked up by structure:
`O=C1COc2ccccc2N1Cc1ccccc1Cl` as listed: PfHsp90 yeast 2: nt; SR-BI DiI inh: 24; SR-BI DiI-HDL act: -24; CAL PDZ FP-1: -0.4; NSD2 inh: -1; Rtt109 HAT inh: -2; MITF act: nt; CAL PDZ FP-2: -1; dFosB act: -8; PvdQ acylase: -12
`CCC(C(=O)NCC1CCCO1)N(C(=O)c1snc(C(N)=O)c1N)c1ccc(Cl)cc1` (stereo unspecified) as listed: PfHsp90 yeast 2: -18; SR-BI DiI inh: 15; SR-BI DiI-HDL act: -15; CAL PDZ FP-1: 0.5; NSD2 inh: -1; Rtt109 HAT inh: 2; MITF act: -19; CAL PDZ FP-2: 2; dFosB act: 0; PvdQ acylase: -11

Reprinted: nos. 1–6
no.	SMILES	PfHsp90 yeast 2	SR-BI DiI inh	SR-BI DiI-HDL act	CAL PDZ FP-1	NSD2 inh	Rtt109 HAT inh	MITF act	CAL PDZ FP-2	dFosB act	PvdQ acylase
1	COc1ccccc1Nc1cc(C)nc(Nc2ccccc2OC)n1	-17	20	-20	0.3	2	-4	-3	-1	-4	-9
2	CC(=O)c1ccc(NC(=O)CSc2nnc(NC(=O)c3ccco3)s2)cc1	2	-17	17	13	0	-5	32	-1	28*	-15
3	CCN1CCN(C(=O)CCN2C(=O)c3ccccc3S2(=O)=O)CC1	2	-11	11	0.7	4	-2	3	-4	3	6
4	CCOC(=O)c1sc(NC(=O)CSc2nnnn2-c2ccccc2)c(C(=O)OCC)c1C	-2	-6	6	-0.6	-2	-2	21	-2	0	18
5	COc1cc(C(C)=O)ccc1COc1ccc(C(=O)OCC(N)=O)cc1OC	11	31	-31	-1.5	0	-2	1	-5	-9	1
6	COc1ccc(-c2nc(C)sc2C)cc1	-3	-2	2	-3.1	-25	nt	31	0	0	-2

The listing continues.
no.	SMILES	PfHsp90 yeast 2	SR-BI DiI inh	SR-BI DiI-HDL act	CAL PDZ FP-1	NSD2 inh	Rtt109 HAT inh	MITF act	CAL PDZ FP-2	dFosB act	PvdQ acylase
21	COC(=O)c1ccc(NC(=O)CN2C(=O)CC(C)S(=O)(=O)c3ccccc32)cc1 (stereo unspecified)	7	16	-16	1.1	1	-8	-2	nt	-2	1
22	COc1cccc(N2CCC(N3CCN(C)C(CCO)C3)CC2)c1 (stereo unspecified)	-11	-14	14	-0.1	4	-13	nt	-1	2	2
23	CC1CCCN(C(=O)C2CCN(CC3CC=CCC3)CC2)C1 (stereo unspecified)	6	0	0	0.3	-1	5	-1	0	-4	-2
24	Cc1ccccc1OCc1n[nH]c(=S)n1-c1ccccc1	-9	6	-6	-0.3	0	2	-7	nt	-9	6
25	N#Cc1ccc(OCC(=O)NCCCn2ccnc2)cc1	-23	-34	34	0.1	63*	-2	-10	-2	0	-7
26	O=C(Nc1ccc(Cl)cn1)c1cccc(OCc2ccccc2)c1	-24	-17	17	0.0	0	-15	13	4	-15	-8
27	Cc1cc2oc(=O)cc(C)c2c(=O)o1	nt	0	0	-0.9	-1	8	-9	6	-1	-15
28	Cc1ccc(NC(=O)CSc2nc3c(c(=O)n(C)c(=O)n3C)n2C)cc1	-8	-5	5	-0.5	-2	2	0	nt	7	-2
29	O=C(C[n+]1ccccc1)N/N=C/c1ccc(Cl)c(Cl)c1	-11	-11	11	-1.0	4	-3	2	-2	1	-14
30	CCOc1ccccc1OCC(=O)OCC(=O)NNC(=O)c1ccc([N+](=O)[O-])cc1	-39	-17	17	-1.2	0	-4	-3	0	-9	-17
31	CS(=O)(=O)c1ccc(C(=O)Nc2ccc(N3CCCC3)cc2)c(Cl)c1	-1	-21	21	-2.1	0	-4	7	-2	1	-6
32	Cc1cccc(C2=N/C(=C\c3cccs3)C(=O)O2)c1	8	0	0	-3.4	-1	2	13	0	-14	-15
33	Cc1nnc2c3ccccc3c(-c3ccc(O)cc3)nn12	-7	-12	12	-6.4	-3	6	2	2	-11	5
34	Cc1ccc(-n2c(C)cc(C(=O)CSc3nnnn3C)c2C)cc1	-6	15	-15	-0.8	9	2	45	-2	-6	-22
35	CCOc1ccc(C(F)(F)F)cc1NC(C)=O	-69	4	-4	0.2	-1	0	nt	nt	0	-16
36	CSc1nc2ccc(NS(=O)(=O)c3ccc(CNC(C)=O)cc3)cc2s1	-13	-18	18	-0.9	-2	-4	-11	-6	-11	-14
37	CC1(C)COC(c2ccccc2Cl)OC1	10	0	0	-0.7	0	-5	8	-12	4	-15
38	O=C(NC1CCOCC1)C1CCC(=O)N(Cc2cccc(C(F)(F)F)c2)C1 (stereo unspecified)	-7	2	-2	-0.6	-3	-6	6	1	-7	4
39	CC(C)CN(C(=O)C1CCCC1)C1CCS(=O)(=O)C1 (stereo unspecified)	13	6	-6	-2.0	0	39	1	-2	-2	8
40	CCCCNC(=O)CSc1nnc(-c2cccc(S(=O)(=O)N3CCOCC3)c2)o1	10	9	-9	-0.2	-1	-6	-6	-5	3	-7
41	COc1cccc(C2c3c(oc4ccccc4c3=O)C(=O)N2Cc2ccco2)c1 (stereo unspecified)	18	nt	nt	0.5	-1	2	-7	7	1	6
42	CN(CC(=O)N1CCN(Cc2ccccc2)CC1)S(=O)(=O)c1ccc(F)cc1	-5	4	-4	-0.5	-1	1	-1	-2	-5	-4
43	CCOC(=O)Nc1nc(-c2ccccc2)c(C(=O)c2ccccc2)s1	13	75*	-75	-0.8	-4	2	-39	-6	-5	-9
